ASAP1 inh – inhibitors of human ASAP1 ArfGAP activity; ASAP1-stimulated ARF1 GTP hydrolysis, GDP FP detection; inhibition, % at 16.5 µM; 360,000 compounds, 0.19% hits; AID 624377; in the data active means inhibition above about 25%;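 further: 0% = vehicle with enzyme and substrate and 100% = no enzyme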
SMARCA2 act – SMARCA2 function activation, primary screen | MG213 cells, MMTV-luciferase reporter, dexamethasone, overnight | activation, % at 9.1 µM | 370,000 compounds, 1% hits | AID 652017; in the data active means activation above about 7.8%;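 further: 0% = vehicle wells and 100% = reference activator wells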
Rev-erbA mod – Rev-erb alpha (human) modulation | 370,000 compounds, 0.79% hits | activity, % at 10 µM | P20393 | Rev-erbα–FITC-DNA binding, fluorescence polarization, 90 min;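 active means activity above about 14%, limit read from the data; passing the limit was not always enough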;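 further: 0% = DMSO wells with 35 nM protein and 100% = DMSO wells with 750 nM protein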
Target sequence (P20393 whole entry, looked up): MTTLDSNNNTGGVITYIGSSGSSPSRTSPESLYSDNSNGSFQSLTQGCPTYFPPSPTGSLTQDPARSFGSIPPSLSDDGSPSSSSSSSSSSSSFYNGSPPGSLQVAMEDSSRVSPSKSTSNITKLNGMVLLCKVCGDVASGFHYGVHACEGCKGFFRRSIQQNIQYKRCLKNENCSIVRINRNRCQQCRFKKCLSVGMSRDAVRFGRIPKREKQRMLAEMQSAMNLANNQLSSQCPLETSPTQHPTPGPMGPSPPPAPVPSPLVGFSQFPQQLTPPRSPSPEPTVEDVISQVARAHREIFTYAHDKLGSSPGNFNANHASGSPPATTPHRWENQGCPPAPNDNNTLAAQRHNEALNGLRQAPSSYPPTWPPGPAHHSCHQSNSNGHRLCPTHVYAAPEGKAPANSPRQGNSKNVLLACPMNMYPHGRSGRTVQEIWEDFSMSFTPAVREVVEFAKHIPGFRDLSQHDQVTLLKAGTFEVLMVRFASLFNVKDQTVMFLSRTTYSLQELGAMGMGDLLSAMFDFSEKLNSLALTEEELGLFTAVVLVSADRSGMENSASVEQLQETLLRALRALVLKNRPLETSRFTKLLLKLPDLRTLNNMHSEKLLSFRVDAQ
ARFGAP1 inhibitor – inhibits rat ARF GTPase activating protein 1. AID 651572. Arfgap1-stimulated ARF1 GTP hydrolysis, GDP FP detection. inhibition, % at 16.5 µM. 360,000 compounds, 0.26% hits;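 active means inhibition above a per-plate limit, mean inhibition of low control wells plus 3 SD, cut at about 25% in these data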;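 further: 0% = DMSO wells with enzyme and 100% = wells lacking Arfgap1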
Target sequence (Q62848 1-136 limits assumed): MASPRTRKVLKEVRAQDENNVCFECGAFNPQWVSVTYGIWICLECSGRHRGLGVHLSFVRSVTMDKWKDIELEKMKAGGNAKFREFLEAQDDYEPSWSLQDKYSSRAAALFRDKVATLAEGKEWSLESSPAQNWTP
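Repeats: one replicate per compound; assay system: rat Arfgap1 catalytic domain, aa 1-136; times: enzyme reaction 120 min at 25 °C after 20 min preincubation; detection: FP of antibody-bound GDP Alexa 633 tracer, ex 620/em 688 nm; benchmarks: high control wells lacking Arfgap1, low control full reaction with DMSO; reagent: human ARF1(Δ1-17)-GTP substrate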
mABHD4 FP – inhibitors of mouse ABHD4; AID 720543; inhibition, % at 8.92 µM; 370,000 compounds, 0.54% hits; Q8VD66; purified mABHD4, FP-Rh probe fluorescence polarization;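 active means inhibition exceeding the mean over every tested compound plus 3 SD, cut at about 30% in these data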;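 further: 0% = plate median of compound wells and 100% = S159A mutant with DMSO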
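Assay system: mABHD4 protein; medium: HEPES pH 7.0, NaCl, Pluronic buffer; dosing: 8.92 µM, single dose; schedule: 45 min + 60 min at 25 °C; signal: FP readout, ex 525 nm / em 598 nm; read-out: normalized percent inhibition of probe labeling; repeats: single replicate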
PG9 binder – binds the HIV-1 gp120 antibody PG9; AID 624416; 360,000 compounds, 0.43% hits; inhibition, % at 6.7 µM; TR-FRET gp120-PG9 antibody binding; in the data active means inhibition above about 8.5%
rCAG binder – r(CAG) repeat RNA binding. AID 651821. inhibition, % at 3 µM. TO-PRO-1 dye displacement fluorescence. 370,000 compounds, 1.3% hits;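 active means inhibition above the plate cutoff, the mean of all test compounds on that plate plus 3 SD, cut at about 35% in these data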;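 further: 0% = DMSO alone and 100% = 100 µM mitoxantrone as full dye displacement; higher means more dye released from RNA so lower well fluorescence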
GC-A act – GC-A (human) enzyme activation | P16066 | HEK293 GC-A cells, cGMP TR-FRET, EC30 ANP; 0% at EC30 ANP, 100% saturating ANP | activation, % at 10 µM | 370,000 compounds, 0.14% hits; in the data active means activation above about 40%
HTRA1 inh – HTRA1 (human) protease inhibition; Q92743; recombinant HTRA1, FP-rhodamine activity-based probe, fluorescence polarization; inhibition, % at 5.96 µM; 340,000 compounds, 0.5% hits; AID 504803; in the data active means inhibition above about 36%;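 further: 0% = enzyme with DMSO and 100% = wells lacking enzyme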
GC-B act – GC-B (human) receptor activation. activation, % at 10 µM. HEK293-GC-B cells, CNP EC30, cGMP TR-FRET; 0% at EC30 CNP, 100% saturating CNP. P20594. 370,000 compounds, 0.11% hits;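 active means activation at 10 µM reaching about 35% in either raw or pattern-adjusted values, limit read from the data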
* = called active by the depositor; / = not tested or not shown.

canonical_smiles | ASAP1 inh | SMARCA2 act | Rev-erbA mod | ARFGAP1 inhibitor | mABHD4 FP | PG9 binder | rCAG binder | GC-A act | HTRA1 inh | GC-B act
O=C(NN=Cc1ccccc1O)C(O)c1ccccc1 (configuration not stated) | -3 | -3 | -6 | 0 | -2 | -0.5 | 2 | 0 | -3 | 4
O=C1c2ccccc2C(=O)N1CC1c2ccccc2CCN1C(=O)C1CCCCC1 (configuration not stated) | -1 | -1 | -3 | 3 | 20 | -1.4 | -6 | -17 | -16 | -3
Cc1ccc(C)c(S(=O)(=O)N2CC(=O)Nc3ccccc32)c1 | 1 | -1 | -5 | 2 | 4 | -1.4 | -3 | -2 | 2 | 2
Cn1nc(-c2ccc(C(=O)O)cc2)c2ccccc2c1=O | -6 | -2 | -1 | 15 | 4 | -2.8 | -2 | -3 | 4 | 3
CC1CCc2nn(CC(=O)NCCN3CCCCC3C)cc2C1 (configuration not stated) | -7 | 0 | 1 | -4 | 4 | 0.2 | 1 | 2 | 12 | 3
COc1cc(-c2noc(C)c2C#CC2(N)CCCCC2)cc(OC)c1OC | 13 | -1 | -1 | 2 | 10 | -1.5 | 0 | -6 | -16 | -12
CSc1ccc(CCNC(=O)CSc2ccsc2[N+](=O)[O-])cc1 | 0 | -1 | -4 | 13 | -1 | -1.1 | 17 | -3 | -4 | -5
O=C(CCN1CCc2ccccc2C1)Nc1ccccc1F | 4 | 1 | -1 | 15 | -7 | 0.8 | -3 | -2 | 1 | 2
Cn1cc(Br)c(C(=O)NNC(=O)c2ccc(Br)cc2)n1 | 4 | 4 | 4 | 5 | -6 | -2.0 | -1 | 1 | -5 | 6
NC(=O)c1c(NC(NC(=O)c2ccco2)C(=O)c2ccc(Cl)cc2)sc2c1CCCC2 (configuration not stated) | 3 | 1 | 2 | -2 | 7 | 0.1 | 13 | -3 | 9 | -2
CCOC(=O)C1=C(C)NC2=C(C(=O)CC(c3cccs3)C2)C1c1cccs1 (configuration not stated) | -1 | -4 | 3 | 12 | -15 | 0.0 | 2 | -16 | -19 | -9
Cc1ccc(-n2c(=O)c3sccc3n(CC(=O)N3CCCC3)c2=O)cc1 | 3 | -2 | -2 | -5 | 5 | -0.4 | -1 | 3 | 3 | 2
COCCCNC(=S)Nc1ccc(C)cc1 | -7 | 2 | 4 | -3 | 1 | -1.8 | -1 | 4 | 1 | 1
CCN(CC)c1ncc(C#N)c(N)n1 | -1 | -4 | 2 | 6 | -3 | -0.5 | 0 | 2 | / | 5
O=C(Nc1nnc(-c2ccccc2F)s1)C1CCN(S(=O)(=O)c2ccc(Cl)cc2)CC1 | 7 | -1 | 33* | -2 | 4 | -1.6 | -2 | -2 | 4 | -3
NC(=O)C1=C[C@@H](c2ccc(C(F)(F)F)cc2)C[C@@H](OCCCCO)O1 | -3 | 2 | 5 | 7 | 1 | 1.9 | -1 | 3 | -7 | 1
CCOC(=O)N1CCC(NC(=O)c2ccc3c(=O)n4c(nc3c2)CCCC4)CC1 | 5 | -2 | -6 | -6 | 3 | -0.1 | -4 | 2 | 2 | -2
O=C(CSc1nnc(-c2ccccc2O)o1)Oc1ccc(Br)cc1 | 11 | 1 | -1 | -16 | 5 | 0.5 | 5 | 22 | 3 | -15
CCN(CC)c1ccc2cc(C#N)c(=O)oc2c1 | 3 | -4 | 6 | -4 | 2 | -4.4 | -8 | -5 | / | -1
Cc1cnc(NC(=O)CSc2nnc(-c3cccs3)n2C)s1 | 2 | 1 | -2 | 0 | 0 | -0.8 | 3 | 2 | 5 | 0
COc1ccc(CCNC(=O)COc2cc(=O)n(C)c3ccccc23)cc1OC | 5 | 3 | -3 | 11 | -2 | 0.0 | -5 | -4 | 6 | -1
O=C(O)c1cccnc1SCc1cn2cc(Cl)ccc2n1 | -5 | -1 | -2 | 7 | 1 | -0.8 | 2 | 3 | -4 | 4
Cc1ccc2oc(-c3cc(NC(=O)c4ncn[nH]4)ccc3O)nc2c1 | 19 | -3 | -9 | 12 | -1 | 0.6 | 9 | 9 | -1 | -3
CCC(C(=O)OCC(=O)N1CCN(S(=O)(=O)c2ccc(C)cc2C)CC1)c1ccccc1 (configuration not stated) | -2 | -1 | -7 | 12 | 2 | 1.3 | 1 | -3 | -2 | -3
N#CCCN(C(=O)COC(=O)C1CCN(S(=O)(=O)c2ccccc2C(F)(F)F)CC1)c1ccccc1 | -7 | 2 | -3 | -7 | -1 | -1.3 | -3 | -2 | -2 | 2
Cc1c(O)nc(SC2CC(=O)N(c3ccccc3)C2=O)[nH]c1=O (configuration not stated) | -1 | -1 | -1 | 4 | 0 | -3.1 | 1 | 0 | 9 | 2
CC(=O)Nc1nonc1-c1ccccc1 | 3 | -4 | 1 | -12 | 3 | -1.4 | 0 | 7 | 2 | -3
O=C(Nc1cc(Cl)cc(Cl)c1)c1cnn2cccnc12 | 3 | 1 | -9 | 0 | -3 | 0.9 | 4 | 3 | 1 | -10
Cc1cc(C)nc(NS(=O)(=O)c2ccc(NC(=O)c3ccc4c(c3)OCO4)cc2)n1 | -14 | -1 | -3 | 0 | 4 | 0.5 | 6 | -1 | -2 | -5
FC(F)(F)c1cccc(-c2nn[nH]n2)c1 | -3 | -1 | -7 | 5 | 4 | -0.2 | -4 | 0 | -3 | 0
CCOc1ccc(CC(=O)N2CCN=C2SC)cc1 | -3 | 3 | 4 | -6 | -4 | 1.2 | -4 | 2 | 1 | 2
Cn1ncc([N+](=O)[O-])c1C(=O)Nc1cc(Cl)ccc1Cl | -13 | 1 | -9 | -9 | 2 | -3.4 | 1 | -2 | 0 | -3
COc1cccc(NC(=O)CN(C)C(=O)/C=C/c2ccc3ccccc3n2)c1 | 7 | 1 | -3 | 4 | 1 | -0.5 | 7 | -4 | -15 | -8
CCOC(=O)C1CCCN(c2c(NCCN3CCCCC3C)c(=O)c2=O)C1 (configuration not stated) | 0 | 0 | -6 | -2 | -1 | 0.5 | 1 | 2 | 1 | 6
Cc1cc(SCC(=O)c2ccccc2)nc(C)n1 | 1 | 5 | 8 | 0 | 3 | -3.0 | -1 | 5 | -1 | -4
Cc1[nH]c2ccccc2c1C(=O)CSC(=S)N1CCN(C)CC1 | 7 | 6 | -3 | -7 | 6 | -3.1 | 0 | 3 | -2 | 5
COc1ccc(CCNC(=O)c2ccc3c(c2)SC2=NS(=O)(=O)CCN23)cc1 | -6 | 0 | 4 | -16 | 1 | 3.3 | 0 | 4 | -3 | 3
CNC(=O)NC(=O)CSc1nc2cc(C(=O)OC)ccc2c(=O)n1-c1ccccc1 | -7 | -1 | -2 | 5 | 3 | -0.2 | -3 | 7 | -1 | 10
COc1ccc(NS(=O)(=O)c2ccc(C(=O)N3CCCCCC3)cc2)cc1 | 3 | -4 | -3 | 3 | 3 | -0.2 | 1 | -3 | 14 | 5
Cc1cc(C)nc(SC(C)C(=O)O)n1 (configuration not stated) | 5 | 1 | -1 | -7 | 1 | -2.7 | -1 | -1 | 7 | 2
O=c1c(/C=N/O)c(Nc2ccccc2)nc2ccccn12 | -10 | 2 | / | 10 | -14 | -3.7 | 7 | / | -10 | /
COCCN(Cc1cn(C)nc1-c1ccc(Oc2ccccc2)cc1)C(C)C | 3 | 0 | 2 | -17 | -3 | -0.7 | -12 | 2 | -5 | 0
O=C(NCC(F)(F)F)c1csc([C@@H]2O[C@H](CO)[C@H](O)[C@H](O)[C@H]2O)n1 | 6 | 2 | -4 | -4 | -5 | -1.2 | 0 | -8 | / | -6
C/C(=C/C(=O)N1CCN(C)CC1)C(=O)O | 4 | -1 | -4 | -1 | 2 | -0.8 | 4 | 4 | 0 | 1
CC(C)Cn1c(N)c(C(=O)COC(=O)c2ccc(O)cc2O)c(=O)n(C)c1=O | 3 | -2 | 1 | 11 | -18 | -2.9 | 9 | -1 | -9 | -8
Nc1ccc(-c2cc3ccccc3oc2=O)cc1 | -12 | -10 | -1 | -6 | 4 | -0.6 | -1 | 8 | 3 | -2
CSc1ccccc1NC(=O)CN1CCN(c2ccccn2)CC1 | -5 | -1 | -1 | 8 | -1 | -1.2 | -1 | -1 | -7 | 3
O=C(Nc1ccc(F)c(Cl)c1)Nc1csc2ccccc12 | 16 | -5 | 6 | 20 | -4 | -3.2 | 13 | -1 | -13 | -13
COc1ccc2nc(C(F)(F)Cl)c(C#N)c(N)c2c1 | -5 | 0 | 5 | 2 | -4 | -0.3 | 5 | 20 | -8 | 25

Two compounds drawn at random from those above:
canonical_smiles | ASAP1 inh | SMARCA2 act | Rev-erbA mod | ARFGAP1 inhibitor | mABHD4 FP | PG9 binder | rCAG binder | GC-A act | HTRA1 inh | GC-B act
Cc1cc(C)nc(SC(C)C(=O)O)n1 (configuration not stated) | 5 | 1 | -1 | -7 | 1 | -2.7 | -1 | -1 | 7 | 2
Cc1cc(SCC(=O)c2ccccc2)nc(C)n1 | 1 | 5 | 8 | 0 | 3 | -3.0 | -1 | 5 | -1 | -4

Among those listed so far, these have a thiophene ring, fused or not.
canonical_smiles | ASAP1 inh | SMARCA2 act | Rev-erbA mod | ARFGAP1 inhibitor | mABHD4 FP | PG9 binder | rCAG binder | GC-A act | HTRA1 inh | GC-B act
CSc1ccc(CCNC(=O)CSc2ccsc2[N+](=O)[O-])cc1 | 0 | -1 | -4 | 13 | -1 | -1.1 | 17 | -3 | -4 | -5
NC(=O)c1c(NC(NC(=O)c2ccco2)C(=O)c2ccc(Cl)cc2)sc2c1CCCC2 (configuration not stated) | 3 | 1 | 2 | -2 | 7 | 0.1 | 13 | -3 | 9 | -2
CCOC(=O)C1=C(C)NC2=C(C(=O)CC(c3cccs3)C2)C1c1cccs1 (configuration not stated) | -1 | -4 | 3 | 12 | -15 | 0.0 | 2 | -16 | -19 | -9
Cc1ccc(-n2c(=O)c3sccc3n(CC(=O)N3CCCC3)c2=O)cc1 | 3 | -2 | -2 | -5 | 5 | -0.4 | -1 | 3 | 3 | 2
Cc1cnc(NC(=O)CSc2nnc(-c3cccs3)n2C)s1 | 2 | 1 | -2 | 0 | 0 | -0.8 | 3 | 2 | 5 | 0
O=C(Nc1ccc(F)c(Cl)c1)Nc1csc2ccccc12 | 16 | -5 | 6 | 20 | -4 | -3.2 | 13 | -1 | -13 | -13

Screens (PubChem BioAssay)

Rows were taken by chance. Share with any hit: about 4.4%.
